Screens deposited in PubChem BioAssay by several laboratories.
NR5A2 inv ag – inverse agonists of human LRH-1 (NR5A2); HEK293T StAR-luciferase reporter, LRH-1 transfected, 24 h; inhibition, % at 3.6 µM; 360,000 tested, 0.13% active; AID 602396;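 active = inhibition above the mean inhibition of all tested compounds plus 3 SD, cut at about 73% in these data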;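 note: 0% = DMSO wells and 100% = reporter-only cells lacking LRH-1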
TRAIL sens C8 – caspase-8 TRAIL sensitization; NB7+C8 cells + TRAIL, ATPlite viability luminescence; inhibition (viability loss, TRAIL sensitization), % at 10 µM; 360,000 tested, 1% active; AID 624354;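 active = compounds causing at least 50% loss of cell viability in the single-dose screen, relative to plate controls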
KKLEB tox – reduces viability of KKLEB cystic fibrosis airway cells | KKLEB CF airway cells viability, ATPlite luminescence, overnight; active compounds read low; cells stimulated with P. aeruginosa culture filtrate | activity change (cytotoxicity), % at 5 µM | 360,000 tested, 0.36% active | AID 602141;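 active = corrected activity change at or below -50% at 5 µM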
TROY signal inh – TROY signaling inhibition; Q293 LMP1-TROYcd NF-kB luciferase reporter, 4 h; inhibition, % at 10 µM; 360,000 tested, 0.98% active;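 active = compounds whose plate-normalised and pattern-corrected inhibition of the luciferase reporter signal at the single screening dose is 50% or more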
NCOA3 inh – inhibits human SRC3 coactivator; Q9Y6Q9; HEK293 GAL4-SRC3 luciferase reporter, luminescence; inhibition, % at 3.6 µM; 360,000 tested, 0.17% active;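 active = inhibition above a per-campaign cutoff, the mean of all compounds plus 3 SD, cut at about 60% in these data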;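 note: 0% = DMSO-treated cells and 100% = gossypol-treated cells at 36 µM; higher means less SRC3-driven luciferase light from the GAL4 reporter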
SRC2 inh – inhibits human steroid receptor coactivator 2; 370,000 tested, 0.17% active; inhibition, % at 9 µM; HEK293 GAL4-SRC2 luciferase reporter, luminescence;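 active = inhibition above the mean inhibition of all tested compounds plus 3 SD, set per campaign, cut at about 52% in these data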;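 note: 0% = DMSO treated cells and 100% = cells given Gossypol at 36 µM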
NR2F2 inh – blocks human COUP-TFII nuclear receptor. P24468. 370,000 tested, 0.7% active. AID 686940. HEK293T NGFI-A luciferase reporter, luminescence. inhibition, % at 8.6 µM;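 active = inhibition above a per-plate cutoff, mean inhibition of test wells between control levels plus 3 SD, cut at about 38% in these data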;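 note: cells cotransfected with COUP-TFII expression vector driving the NGFI-A reporter; 0% = median of COUP-TF2 test wells and 100% = reporter-only cells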
CF NFkB block – blocks PAF-induced NF-kB reporter in cystic fibrosis cells; KKLEB NF-kB-GFP reporter, GFP fluorescence overnight; 360,000 tested, 0.86% active; AID 588850; inhibition, % at 5 µM;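 active = at least 50% inhibition at 5 µM, scaled per plate between neutral and stimulator controls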;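 note: PAF is a Pseudomonas aeruginosa culture filtrate used as stimulus; plate controls were PAF-stimulated DMSO wells for no effect and unstimulated DMSO wells for full effect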
NCOA1 inh – inhibits human SRC1 coactivator; Q15788; HEK293 GAL4-SRC1 luciferase reporter, luminescence; inhibition, % at 3.6 µM; 360,000 tested, 0.12% active; AID 588354;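 active = inhibition above the campaign mean plus 3 SD, with each screening campaign given its own cutoff, cut at about 60% in these data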;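 note: 0% = DMSO treated cells and 100% = gossypol at 36 µM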
Target sequence (Q15788 whole entry, looked up, the tested form may be a part): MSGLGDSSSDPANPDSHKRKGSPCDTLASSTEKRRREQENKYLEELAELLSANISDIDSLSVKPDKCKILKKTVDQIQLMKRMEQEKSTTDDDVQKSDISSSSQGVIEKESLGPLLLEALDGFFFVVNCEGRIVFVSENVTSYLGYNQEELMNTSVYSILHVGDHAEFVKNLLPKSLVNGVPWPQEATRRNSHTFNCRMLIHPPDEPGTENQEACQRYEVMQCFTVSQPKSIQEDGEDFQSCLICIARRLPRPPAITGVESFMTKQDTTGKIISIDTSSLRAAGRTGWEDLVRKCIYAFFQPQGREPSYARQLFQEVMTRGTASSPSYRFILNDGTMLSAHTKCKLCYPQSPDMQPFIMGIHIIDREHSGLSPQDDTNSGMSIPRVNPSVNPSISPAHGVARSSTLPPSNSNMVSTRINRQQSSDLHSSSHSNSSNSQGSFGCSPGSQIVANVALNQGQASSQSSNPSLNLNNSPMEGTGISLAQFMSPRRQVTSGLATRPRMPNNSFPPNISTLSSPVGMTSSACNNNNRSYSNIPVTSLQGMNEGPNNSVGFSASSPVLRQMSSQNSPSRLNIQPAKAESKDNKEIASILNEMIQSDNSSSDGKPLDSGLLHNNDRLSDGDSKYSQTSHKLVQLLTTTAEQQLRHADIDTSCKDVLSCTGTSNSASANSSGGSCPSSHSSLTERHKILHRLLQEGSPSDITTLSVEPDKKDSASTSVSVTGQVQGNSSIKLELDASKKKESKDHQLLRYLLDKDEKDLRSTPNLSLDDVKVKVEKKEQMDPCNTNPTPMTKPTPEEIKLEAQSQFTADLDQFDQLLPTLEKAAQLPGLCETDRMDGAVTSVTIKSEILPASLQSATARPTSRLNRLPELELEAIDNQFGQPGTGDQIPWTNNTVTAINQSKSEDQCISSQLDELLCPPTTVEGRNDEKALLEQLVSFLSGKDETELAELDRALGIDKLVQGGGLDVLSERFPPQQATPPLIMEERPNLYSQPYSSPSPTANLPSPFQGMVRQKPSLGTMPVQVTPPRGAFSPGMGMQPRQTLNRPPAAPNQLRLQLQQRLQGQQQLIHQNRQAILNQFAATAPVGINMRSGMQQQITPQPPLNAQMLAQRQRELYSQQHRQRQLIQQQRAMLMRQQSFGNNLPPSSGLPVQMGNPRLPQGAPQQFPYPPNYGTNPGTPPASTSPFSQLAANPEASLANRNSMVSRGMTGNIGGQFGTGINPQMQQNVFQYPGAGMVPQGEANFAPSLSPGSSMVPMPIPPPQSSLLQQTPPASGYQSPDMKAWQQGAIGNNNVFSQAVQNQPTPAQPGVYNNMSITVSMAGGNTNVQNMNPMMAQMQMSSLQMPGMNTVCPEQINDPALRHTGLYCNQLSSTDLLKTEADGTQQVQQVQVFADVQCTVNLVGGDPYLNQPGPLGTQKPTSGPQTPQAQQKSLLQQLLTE
EBV LMP1 NFkB – reduces LMP1-driven NF-kappaB luciferase signal; LMP1-induced NF-kappaB luciferase reporter cells, luminescence; inhibition, % at 12.5 µM; 350,000 tested, 0.69% active; in the data active = inhibition above about 41%;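 note: 0% = neutral control wells and 100% = reference inhibitor control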
TWEAK Fn14 block – inhibitors of TWEAK-Fn14 interaction signaling; 360,000 tested, 2% active; inhibition, % at 10 µM; TWEAK-stimulated Fn14 reporter cells, luciferase luminescence, 8 h; in the data active = inhibition above about 50%
An asterisk follows results filed as active; x = no result given. Compounds as they come. Share with any hit: about 4.2%.

SMILES | NR5A2 inv ag | TRAIL sens C8 | KKLEB tox | TROY signal inh | NCOA3 inh | SRC2 inh | NR2F2 inh | CF NFkB block | NCOA1 inh | EBV LMP1 NFkB | TWEAK Fn14 block
Cc1cccc2nc(CNC(=O)C3CCC(=O)N(Cc4ccccc4F)C3)cn12 (stereo unspecified) | 20.3 | -4.2 | 3.0 | 3.7 | 17.5 | 7.8 | -13.8 | -23.2 | -16.1 | 0.1 | -6.5
CC(=O)Nc1ccc(NC(=O)C2CC(=O)Nc3nc4ccccc4n32)cc1 (stereo unspecified) | 19.5 | -6.5 | 7.7 | -2.5 | 13.1 | 9.8 | -2.0 | -19.1 | -10.6 | 4.2 | 6.5
Cc1c(CC(=O)NCCC(=O)O)c(=O)oc2cc3oc4c(c3cc12)CCCC4 | -3.7 | 2.3 | -3.0 | 10.6 | -5.5 | 6.4 | -24.3 | -13.0 | -5.8 | 7.0 | -0.1
CC(C)=CCC/C(C)=C/CN(CC(C)O)CC(C)O (stereo unspecified) | 2.2 | -8.3 | 19.8 | -0.9 | 12.2 | -16.4 | -3.2 | -16.8 | 5.2 | -1.9 | 11.3
Cc1ccc(N(CC(=O)Nc2ccc(Br)c(C)c2)S(=O)(=O)c2c(C)[nH]c(=O)[nH]c2=O)cc1 | -16.4 | -1.1 | 3.6 | -12.7 | 11.8 | -6.0 | 5.4 | -3.1 | -21.4 | -2.6 | -6.8
COc1cccc(CN(C)C(=O)Cc2c[nH]c3ccccc23)c1 | -4.4 | -5.4 | -1.1 | -6.3 | -18.6 | -2.4 | 14.6 | -35.2 | 5.3 | -4.9 | 1.8
COc1cccc(C(=O)Nc2nnc(S(=O)(=O)N(C)Cc3ccc(F)cc3)s2)c1 | 7.8 | 2.5 | -4.8 | 22.6 | 17.6 | -8.2 | -18.6 | 11.8 | -12.1 | -2.4 | 0.9
COc1ccccc1CNC(=O)COC(=O)Cc1ccsc1 | -14.0 | 2.6 | 1.2 | -24.8 | 20.7 | -0.4 | 4.2 | 15.8 | 9.8 | -1.2 | -9.7
COc1cnc(-c2ccccn2)nc1Sc1c(Cl)cccc1Cl | 12.3 | 3.3 | 4.6 | -6.4 | 10.7 | 16.0 | 28.9 | 5.2 | 1.8 | 29.1 | 6.0
COCCNC(=O)C(c1ccc(Cl)cc1)N(CCOC)C(=O)CCC(=O)Nc1ccccn1 (stereo unspecified) | -3.1 | 5.5 | 3.5 | -9.6 | -2.2 | -8.8 | -11.8 | -17.1 | -50.2 | 1.0 | 1.0
COc1ccc(OCCOC(=O)c2cc(S(=O)(=O)N3CCOCC3)c(Cl)cc2Cl)cc1 | -7.1 | 20.0 | -5.2 | 41.5 | 5.6 | -7.0 | 25.7 | 24.5 | -11.2 | 4.7 | -26.6
O=C(CN1CCN(Cc2ccccc2)CC1)Nc1cccc(Cl)c1Cl | 2.9 | 6.4 | -20.1 | 17.0 | -19.1 | -6.4 | -2.2 | 26.1 | 10.3 | 0.7 | -28.4
S=c1[nH]nc(C23CC4CC(CC(C4)C2)C3)n1Cc1ccco1 | -15.8 | 5.9 | -1.1 | 4.6 | 14.8 | -24.4 | -1.2 | 9.0 | -3.3 | 2.9 | -9.4
CC(SCc1ccccc1)C(=O)NC1CCCC1 (stereo unspecified) | 8.9 | 1.2 | 4.1 | -3.5 | 3.1 | 19.2 | 4.0 | 3.1 | -2.4 | -11.8 | 2.5
Cc1ccn2cc(CCNC(=O)COc3ccccc3)nc2c1 | 1.1 | -16.1 | -10.6 | -16.3 | -15.2 | -10.7 | -5.7 | -0.1 | 1.8 | -2.6 | 10.4
COc1ccc(NC(=O)N2CCCC(CCC(=O)N(C)CCc3ccccn3)C2)cc1 (stereo unspecified) | -8.2 | -2.3 | 8.4 | -23.6 | -36.7 | 0.4 | -12.1 | -0.2 | -5.9 | -3.3 | 0.8
COc1ccccc1NC(=O)c1[nH]c(C)c(C(C)=O)c1C | 21.5 | 12.5 | -2.6 | -32.0 | 8.3 | -23.9 | -5.0 | -15.9 | -7.3 | -7.9 | -6.0
Cc1cc(NC(=O)c2ccco2)ccc1-n1cnnn1 | -34.5 | -3.5 | -8.6 | -42.0 | -63.7 | -49.9 | -34.5 | -4.0 | -56.5 | -1.5 | -11.1
CC(=O)NS(=O)(=O)c1ccc2c(c1)Cc1cc(S(=O)(=O)NC(C)=O)ccc1-2 | 9.8 | -7.0 | 8.1 | -8.4 | -11.5 | 3.2 | -8.3 | -31.2 | 12.0 | 1.0 | 13.2
CCOc1cc(Br)cc(C(c2c(C(=O)O)[nH]c3ccccc23)c2c(C(=O)O)[nH]c3ccccc23)c1O | 12.8 | 1.5 | 3.1 | 0.8 | 1.0 | -9.1 | 0.3 | 0.9 | -16.9 | 6.9 | -10.6
COc1ccccc1C(=O)NCC(=O)N/N=C/c1cc(Br)ccc1OC(=O)/C=C\c1ccco1 | 12.2 | 43.8 | -3.9 | 3.6 | 27.9 | 15.0 | -5.2 | -2.5 | 19.3 | -1.1 | -2.0
CC1=CC(=NOC(=O)c2cccc([N+](=O)[O-])c2)C=C(C)C1=O | -0.3 | 0.4 | 4.5 | 3.4 | -35.8 | -48.9 | -7.0 | 0.6 | -27.8 | 10.7 | -1.7
Cc1ccc2nc(NC(=O)CNS(=O)(=O)c3ccc(Br)s3)sc2c1 | 9.1 | 7.5 | 7.1 | 14.7 | -5.8 | -16.4 | 1.8 | -22.6 | -14.1 | 0.2 | 3.0
Cc1ccc(C2C(C(=O)c3ccco3)=C(O)C(=O)N2c2nnc(C)s2)cc1 (stereo unspecified) | -8.4 | -1.9 | 6.7 | -25.1 | -13.3 | -41.6 | -23.0 | 5.2 | -1.2 | -0.4 | -3.8
CCOc1ccc(NC(=O)C(=O)N/N=C/c2ccccc2F)cc1 | 3.6 | -7.8 | 16.1 | -9.3 | 17.9 | 4.7 | -3.2 | -4.8 | -36.8 | -9.7 | -16.7

Individual results from the results shown:
`Cc1ccn2cc(CCNC(=O)COc3ccccc3)nc2c1` in TROY signal inh has -16.3
`COc1ccc(NC(=O)N2CCCC(CCC(=O)N(C)CCc3ccccn3)C2)cc1` (stereo unspecified) in CF NFkB block has -0.2
`COc1cnc(-c2ccccn2)nc1Sc1c(Cl)cccc1Cl` in NR5A2 inv ag has 12.3

Next section
SMILES | NR5A2 inv ag | TRAIL sens C8 | KKLEB tox | TROY signal inh | NCOA3 inh | SRC2 inh | NR2F2 inh | CF NFkB block | NCOA1 inh | EBV LMP1 NFkB | TWEAK Fn14 block
CCc1ccccc1OCCCCCNCCO | 10.7 | -7.4 | -6.7 | 14.6 | -10.2 | 4.1 | -5.2 | 1.8 | -0.2 | 11.1 | -9.7
CCN(c1ccc(F)cc1)S(=O)(=O)c1cccc2nsnc12 | 11.0 | -2.4 | 1.8 | -12.2 | -5.0 | -31.1 | 0.6 | 6.7 | 4.7 | -4.6 | 11.8
Cc1ccc(NC(=S)N(CCN(C)C)C(C)c2ccco2)cc1C (stereo unspecified) | 3.0 | -4.7 | -1.9 | -6.1 | 0.2 | -0.3 | 2.0 | 11.5 | 2.1 | 5.3 | 0.5
CCOC(=O)C1CN(C(C)(C)C)C(=O)C1=O (stereo unspecified) | -4.4 | -3.0 | 4.7 | -5.0 | 6.2 | 6.5 | 7.2 | -14.9 | 17.9 | 6.4 | -17.6
CC(=O)N1CCN(C(=O)c2ccc(-c3cccc(C(F)(F)F)c3)o2)CC1 | 13.6 | 1.0 | -9.3 | 20.0 | -3.1 | -17.9 | 3.6 | -0.8 | 4.8 | 0.9 | 6.0
CN(c1ccccc1C(=O)NCc1ccco1)S(C)(=O)=O | -1.1 | 22.4 | 6.0 | 1.4 | -9.3 | -4.0 | 7.0 | 10.6 | -11.4 | -16.2 | -6.4
CC1CCC(NC(=O)COc2ccc(C(=O)c3ccccc3)cc2)CC1 (stereo unspecified) | 5.8 | 13.2 | 0.4 | 21.6 | 6.5 | 12.6 | 11.2 | -13.2 | -11.9 | 18.6 | 28.0
CCOc1ccc(-n2c(C)c(C(C)=O)c3cc(OCC(N)=O)ccc32)cc1 | 9.6 | -6.7 | 1.7 | -4.0 | 0.3 | -0.5 | 12.3 | -1.6 | 4.9 | -3.3 | 4.0
CCN(CC(=O)Nc1c(F)cccc1F)C(=O)CCNC(=O)c1ccco1 | -3.7 | -1.9 | 3.4 | -26.7 | 6.3 | -9.6 | -1.1 | 5.0 | -3.4 | 17.5 | -0.5
O=C(Nc1ccc(S(=O)(=O)Nc2nccs2)cc1)c1cccc(S(=O)(=O)N2CCOCC2)c1 | -9.6 | 3.7 | -11.8 | -5.8 | 19.1 | -11.2 | 8.6 | 27.8 | 8.6 | 0.2 | 24.1
CC(C)(C)C(=O)Nc1cccc(C(=O)Nc2cc(C(=O)O)cc(C(=O)O)c2)c1 | 4.2 | -9.1 | 4.5 | -0.1 | 12.4 | -6.4 | -8.2 | -5.1 | -5.8 | -2.0 | 2.8
CCn1c(C)cc(=O)cc1-c1ccc(Cl)cc1 | -8.7 | 10.6 | -9.8 | -8.0 | -0.5 | -25.5 | 7.6 | 4.6 | 4.6 | -0.9 | 1.7
Cc1noc(C)c1-c1ccc(C(=O)NCCc2ccccc2)c2occc12 | -48.4 | 7.6 | -13.4 | -71.3 | -27.8 | -81.9 | -112.3 | -37.1 | -38.8 | x | -9.7
O=C(COC(=O)c1ccncc1)Nc1cccc(Cl)c1 | 3.8 | 4.5 | -13.0 | -1.6 | -1.6 | -1.8 | 8.8 | 11.9 | 4.6 | -6.7 | 11.8
Nc1ccccc1-c1nc2ccccc2c(=O)o1 | 1.5 | -1.8 | -4.8 | 6.8 | -16.1 | -32.5 | 15.2 | -10.4 | 1.0 | -4.1 | 8.8
COc1ccccc1NC(=O)/C(C#N)=C/c1ccc(OCCN2CCOCC2)c(OC)c1 | 6.5 | 12.0 | 3.0 | 22.9 | 5.0 | x | x | -11.1 | -1.5 | 16.0 | 25.6
Cc1ccc(NC(=O)c2ccc(Br)o2)c([N+](=O)[O-])c1 | -2.6 | -8.3 | 8.8 | 7.7 | 3.4 | -18.1 | 9.2 | 7.7 | 2.0 | 3.2 | -12.7
Cc1[nH]c(=O)[nH]c(=O)c1S(=O)(=O)N1CCCC(C(=O)NCCc2ccccc2)C1 (stereo unspecified) | 3.5 | -2.1 | 5.6 | 11.3 | 15.4 | -28.2 | 5.9 | 1.9 | -10.3 | 2.9 | 2.4
c1cc2c(nn1)CCc1nonc1-2 | 7.3 | 12.2 | -0.2 | 6.4 | -11.6 | -1.9 | -3.3 | -8.7 | 18.1 | -10.4 | -4.8
FC(F)(F)c1cnc(NNC(=S)Nc2ccccc2Cl)c(Cl)c1 | 6.6 | 38.6 | -12.6 | 59.4* | 30.0 | -11.5 | 41.6* | 39.8 | 5.9 | -1.5 | 50.8*
COC(=O)c1cc(NC(=O)c2cccc(C(F)(F)F)c2)c(=O)oc1C | -1.4 | 4.6 | 2.0 | -7.9 | 2.6 | 9.6 | -14.3 | -10.5 | 5.3 | -4.8 | -32.5
